# Screening data from PubChem BioAssay.
# Bcl-B TR3 displacers = displacers of TR3 peptide from Bcl-B, primary screen, selectivity assay for Bfl-1 inhibitor project, biochemical, fluorescence polarization. FP displacement of FITC-TR3 peptide from Bcl-B; higher % means a stronger effect. 0.11% of 96,000 active. displacement, % at 20 µM; hits with a dose series show IC50 in µM. AID 748, 2007;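 active means displacement above 50% at 20 µM plus a fluorescence interference ratio under 1.5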;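 further: plate controls were wells without compound for no effect and wells lacking Bcl-B protein for full effect; a part of the inactive calls stands beside numbers as strong as those of hits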
# MRP resist rev = reversal of MRP1-mediated doxorubicin resistance, primary screen, H69AR cells, doxorubicin co-treatment. H69AR cells + 2 uM doxorubicin, CellTiter-Glo, 72 h. differential viability (reversal), % at 10 µM. 0.04% of 85,000 active. AID 602, 2007;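 active means viability drop by adding the cancer drug above about 55%, with treated viability meeting a 40% cutoff, limit read from the data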;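 further: viability without doxorubicin minus viability with 2 µM doxorubicin for each compound; larger differential means the compound sensitizes cells more to doxorubicin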
# NFkB transloc inh = inhibitors of IL-1B driven NFkB p65 nuclear import, primary screen, imaging, HUVEC, IL-1B stimulus, high-content imaging. AID 796, 2007. inhibition, % at 2 µM. HUVEC IL-1B NFkB p65 nuclear translocation imaging. 0.43% of 94,000 active;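 active means inhibition above about 30% together with a positive call from visual inspection of the well image, limit read from the data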;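 further: nuclear over cytoplasmic p65 intensity ratio measured by imaging; 0% = IL-1B stimulated DMSO wells and 100% = unstimulated DMSO wells; values of inactives mirror those of a sister screen read the other way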
# IL1B NFkB pot = enhancers of NFkB p65 translocation in HUVEC – imaging, IL-1B stimulus, high-content imaging, primary screen; HUVEC IL-1B NFkB p65 nuclear translocation imaging; activation, % at 2 µM; 0.3% of 94,000 active; AID 819, 2007;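 active means activation above 40%, about the mean plus 3 SD, also judged a hit on visual image review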;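 further: percent activation is computed from the nuclear over cytoplasmic p65 intensity ratio; values of inactives mirror those of a sister screen read the other way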
# PLAP inhibitors HTS = PLAP enzyme inhibitors, biochemical, luminescence, HTS (AID 690). Alkaline phosphatase, placental type (Homo sapiens). purified PLAP, luminescent substrate; higher % means a stronger effect. one-dose inhibition, % at 20 µM; IC50 in µM for titrated hits. 0.08% of 96,000 active; in the data active means a potency from the dose series; inactive means the rest, 99 in 100 with inhibition below about 30%; further: strong numbers were not always called active
# MRP resist rev cytotoxicity = further read-out of MRP resist rev, marked with its call; viability, %; H69AR cells, CellTiter-Glo, 72 h; measured here: cytotoxicity without doxorubicin
# MRP resist rev with doxorubicin = second read-out of MRP resist rev, no call of its own (marks repeat the call); viability, %; measured here: viability with 2 uM doxorubicin; active compounds read low
# NFkB transloc inh cell count 2 µM = further read-out of NFkB transloc inh, marked with its call; cell count; measured here: cells passing quality filter;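 raw number of nuclei counted in each imaged well without normalization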
# IL1B NFkB pot cell count 2 µM = further read-out of IL1B NFkB pot, marked with its call; cell count; measured here: cells passing quality filter
# Numbers without * were called inactive; · = not tested or not shown. Some of the compounds tested (hit frequency here may not be typical).
SMILES,Bcl-B TR3 displacers,MRP resist rev,MRP resist rev cytotoxicity,MRP resist rev with doxorubicin,NFkB transloc inh,NFkB transloc inh cell count 2 µM,IL1B NFkB pot,IL1B NFkB pot cell count 2 µM,PLAP inhibitors HTS
CC(C)c1ccc(CNc2ccc(N3CCOCC3)cc2)cc1,-7%,7,84,76,-2,157,2,157,-32%
Cc1cc(C)n(-c2ccc(Cl)c(C(=O)Nc3ccc(-c4nnc5n4CCCCC5)cc3)n2)n1,-66%,-20,57,76,·,·,·,·,-87%
Cc1onc(-c2ccccc2)c1C(=O)NCC1CCN(C(=O)c2c(-c3ccccc3)noc2C)CC1,13%,10,84,73,6,160,-6,160,-43%
CN(C(=O)COC(=O)c1ccc2c(c1)OCO2)C1CCS(=O)(=O)C1 (stereo not given),-5%,2,98,96,2,75,-1,75,4%
CC(=O)C1=C(C)NC(SCSc2ccccc2)=C(C#N)C1c1cccnc1 (stereo not given),0%,-8,65,73,-5,122,5,122,-8%
COCCCNC(=O)C1CCCN(S(=O)(=O)c2ccc(C)cc2)C1 (stereo not given),·,19,109,90,-7,109,7,109,·
CCOc1ccccc1OCCOc1ccccc1OC(C)C,-10%,17,98,81,-11,144,11,144,16%
COc1ccc(N2CC(O)=C(c3nc4ccccc4s3)C2=N)c(OC)c1,-7%,-10,75,85,·,·,·,·,-84%
Cn1c(=O)cc(SCC(=O)NCCCN2CCOCC2)c2ccccc21,23%,9,104,95,0,142,0,142,-55%
COc1cc2c(cc1NC(=O)CN1CCN(S(=O)(=O)c3ccc(C)cc3)CC1)oc1ccccc12,-10%,·,·,·,-17,190,17,190,14%
CCOC(=O)CN1CC23C=CC(O2)C(C(=O)NCc2ccccc2OC)C3C1=O (stereo not given),-2%,-28,72,100,·,·,·,·,5%
O=C1c2ccccc2C(=O)N1OCc1cccc(Cl)c1,-3%,-7,83,90,-24,194,24,194,16%
O=C(CN1C(=O)C2C3C=CC(C3)C2C1=O)Nc1nc(-c2ccccn2)cs1 (stereo not given),1%,-13,56,69,-15,178,15,178,-128%
CCOc1ccc(-c2cc(CCCC(=O)N3CCN(c4ccc(OC)cc4)CC3)no2)cc1,1%,-2,55,57,-6,62,6,62,-39%
Nc1nc(SCc2c(Cl)cccc2Cl)n[nH]1,-4%,1,93,92,-12,174,14,65,-91%
Cc1ccc(-n2c(C)nc3c(cnn3-c3ccccc3Cl)c2=O)cc1C,2%,-9,72,81,3,198,-3,198,-3%
S=C(Nc1cccc2ccccc12)N1CCN(c2ncccn2)CC1,9%,·,·,·,3,109,-3,109,-1%
N#Cc1cc(Oc2cccc3cccnc23)c(-n2nnc3ccccc32)cc1C#N,1%,8,18,10,3,132,-3,132,1%
Cc1ccc(C)n1-c1ccc(C(=O)O)cc1,43%,-3,97,100,0,133,0,133,-61%
CCOc1ccccc1N(C(=O)Cn1nnnc1-c1ccc(C)o1)C(CC)C(=O)NC(C)(C)C (stereo not given),·,-4,82,86,-6,112,6,112,·
CCc1ccc(CNCc2cccnc2)cc1,-4%,0,98,97,-1,158,1,158,-15%
Clc1ccc(NC2(c3nnnn3C3CCCCC3)CCCCC2)cc1,-7%,·,·,·,·,·,·,·,2%
O=C(NCCc1ccccc1)c1ccco1,·,0,96,96,-5,160,5,160,·
CCCCNC(=O)N(C)c1nncnc1C(=O)NC,-2%,-5,99,105,·,·,·,·,1%
CCOc1cc(/C=C2/C(=O)ON=C2C)ccc1OCc1ccccc1F,4%,1,23,22,-8,81,8,81,-8%
COc1cc(C(=O)N2CCN(c3cccc(C)c3C)CC2)cc(OC)c1OC,·,·,·,·,28,54,-28,54,·
O=C(NCc1ccc2c(c1)OCO2)c1cccc(S(=O)(=O)N2CCCCC2)c1,·,-4,93,97,-5,78,5,78,·
Cc1ccc(N=C(NO)c2nonc2N)cc1,-8%,-4,101,106,13,136,-13,136,-25%
COc1cc(C(=O)O)cc(Br)c1OC1CCCC1,-6%,3,94,90,-5,162,5,162,-11%
COc1ccc(Cc2nc(-c3ccc(Cl)cc3)no2)cc1,2%,13,104,92,-10,130,10,130,-96%
CC(=O)Nc1ccc(OCC(O)CN2CCN(c3ccccc3Cl)CC2)cc1 (stereo not given),·,0,100,101,-1,70,1,70,·
Cc1cc2c(N=O)c(NO)ccc2[nH]1,-4%,·,·,·,-4,182,4,182,15%
O=C(Cn1c(NCCCO)nc2ccccc21)c1cccc(Br)c1,5%,6,87,81,3,87,-3,87,-76%
CC(C)N1CCC2(CC1)N=C(c1ccc3c(c1)OCO3)CC(c1cc(Cl)ccc1O)N2 (stereo not given),-5%,1,2,1,-15,151,15,151,-24%
NS(=O)(=O)c1ccc(CCNc2cc(=O)n(Cc3ccc(F)cc3)c(=O)[nH]2)cc1,-8%,-2,100,102,·,·,·,·,27%
Cc1nn2c3ccccc3nc2n(C)c1=O,-2%,1,101,100,·,·,·,·,20%
CC(=O)CC(=O)Nc1ccccc1NC(C)=O,-6%,-13,94,107,-17,158,17,158,7%
CCc1ccc(OCCNC(=O)c2ccccc2SCc2ccc(F)cc2)cc1,0%,·,·,·,0,104,0,104,12%
O=C(NCCCNC(=O)c1ccco1)c1ccco1,10%,3,96,93,-7,140,7,140,0%
O=C1c2ccccc2C(=O)N1SC1CCCCC1,6%,0,1,0,-6,104,6,104,14%
Cc1nnc(SCC(=O)Nc2ncc3c(n2)CC(c2ccccc2)CC3=O)s1 (stereo not given),2%,13,94,82,-9,63,9,63,12%
CCCCNC(=O)c1onc(CSc2cccc(C)c2)c1C(=O)O,0%,·,·,·,10,127,-9,127,-30%
CN(C)C(=O)CSc1nnc([C@H](Cc2c[nH]c3ccccc23)NC(=O)OC(C)(C)C)o1,-10%,-10,67,77,·,·,·,·,-26%
COc1ccc(C)cc1NC(=O)c1nnn(Cc2cc(C)ccc2C)c1N,-6%,13,87,74,-8,108,8,108,12%
O=[N+]([O-])c1nn(-c2ccc3c(c2)OCCO3)n(O)c1=NC1CCCC1,-4%,-25,69,94,-14,179,-1,67,14%
Cc1ccnc(NS(=O)(=O)c2ccc(N=CC3=C(O)CC(C)(C)CC3=O)cc2)n1,2%,-3,104,107,8,107,-8,107,13%
CCOC(=O)c1cnc(-n2nc(C)cc2C)nc1Nc1ccc2c(c1)OCO2,8%,-3,56,58,·,·,·,·,-14%
Cc1ccccc1OCCN1C(=O)c2ccccc2C1=O,1%,·,·,·,-2,181,2,181,2%
Nc1ccc2oc(-c3cc(Br)ccc3Cl)nc2c1,0%,·,·,·,-1,146,1,146,10%
CCC1CCC(C(=O)NC(C(=O)Nc2ccc3c(c2)OCCO3)C(C)C)CC1 (stereo not given),8%,·,·,·,-33,155,33,155,44%
CC(=O)Nc1ccc(Oc2ccc3nc(C)[nH]c3c2)cc1,7%,19,98,79,2,52,-2,52,14%
Cc1[nH]c2ccccc2c1C(=O)CN1CCN(C/C=C/c2ccccc2)CC1,1%,·,·,·,4,208,-4,208,-49%
Cc1onc(-c2c(F)cccc2Cl)c1C(=O)Nc1cccc(Cn2cccn2)c1,-10%,7,84,76,-6,116,6,116,-15%
C/C(=C\C(=O)c1ccccc1)Nc1ccc(N2CCOCC2)cc1,8%,-23,90,112,2,135,-1,135,21%
COC(=O)c1ccc(CSc2nnc(NC(=O)C3CCCO3)s2)cc1 (stereo not given),-67%,·,·,·,25,190,-25,190,-45%
O=C(Nc1ccccc1)c1ccccc1CCc1ccccc1,-6%,·,·,·,·,·,·,·,12%
CCOC(=O)C1CCN(Cc2ccc(F)cc2)CC1,·,·,·,·,-4,102,4,102,·
CC(=O)OC(C(=O)NC1CCCCC1)c1ccccc1 (stereo not given),-2%,12,92,80,-9,170,9,170,5%
COc1cnc(-c2ccccc2)nc1Oc1cccc(C)c1C,-3%,·,·,·,2,167,-2,167,14%
CCn1c(SC)nc2c(c1=O)SC(C)C2 (stereo not given),-13%,-3,104,106,·,·,·,·,27%

# Whole records from above. Values in the order: Bcl-B TR3 displacers | MRP resist rev | MRP resist rev cytotoxicity | MRP resist rev with doxorubicin | NFkB transloc inh | NFkB transloc inh cell count 2 µM | IL1B NFkB pot | IL1B NFkB pot cell count 2 µM | PLAP inhibitors HTS
# Entry for CCC1CCC(C(=O)NC(C(=O)Nc2ccc3c(c2)OCCO3)C(C)C)CC1 (stereo not given) → 8% | · | · | · | -33 | 155 | 33 | 155 | 44%
# Entry for CCOC(=O)C1CCN(Cc2ccc(F)cc2)CC1 → · | · | · | · | -4 | 102 | 4 | 102 | ·
# Entry for C/C(=C\C(=O)c1ccccc1)Nc1ccc(N2CCOCC2)cc1 → 8% | -23 | 90 | 112 | 2 | 135 | -1 | 135 | 21%
# Entry for O=C(Nc1ccccc1)c1ccccc1CCc1ccccc1 → -6% | · | · | · | · | · | · | · | 12%
# Entry for COC(=O)c1ccc(CSc2nnc(NC(=O)C3CCCO3)s2)cc1 (stereo not given) → -67% | · | · | · | 25 | 190 | -25 | 190 | -45%

# The results go on:
SMILES,Bcl-B TR3 displacers,MRP resist rev,MRP resist rev cytotoxicity,MRP resist rev with doxorubicin,NFkB transloc inh,NFkB transloc inh cell count 2 µM,IL1B NFkB pot,IL1B NFkB pot cell count 2 µM,PLAP inhibitors HTS
O=C(NC(=S)NNC(=O)c1ccccc1[N+](=O)[O-])c1ccccc1,·,5,79,74,9,165,-9,165,·
CCOCCCNc1nc2ccccc2[nH]1,-4%,-5,76,81,-13,155,13,155,17%
O=C(Nc1cc(=O)[nH]c2ncnn12)c1ccccc1Cl,-3%,21,90,69,-3,124,3,124,-5%
CCOC(=O)N1CCN(CC(O)COc2c(OC)cccc2OC)CC1 (stereo not given),7%,·,·,·,-5,201,5,201,-28%
COc1ccc(C)cc1S(=O)(=O)NC1CCCCC1C (stereo not given),-10%,-9,87,96,2,127,-2,127,19%
COc1ccc2nc(NC(=O)Cc3ccc(OC)c(S(=O)(=O)N4CCOCC4)c3)sc2c1,15%,-10,57,66,3,191,-3,191,-38%
CCCC(C)NS(=O)(=O)c1ccc(OC)c(C)c1 (stereo not given),-1%,1,96,94,20,113,-20,113,18%
O=C1CCCC/C1=C/Nc1ccc2c(c1)OCO2,-2%,2,95,93,0,112,0,112,-14%
O=C1CC(c2ccccc2)n2nc(N3C(=O)CCC3=O)nc2N1 (stereo not given),-1%,7,92,85,-5,149,5,149,14%
CCCCNC(=S)N/N=C1\C(=O)c2cccc3cccc1c23,14%,·,·,·,-10,152,10,152,1%
O=C(CSc1n[nH]c(=O)[nH]c1=O)c1ccccc1,-1%,6,87,80,-12,184,12,184,-14%
CC1(C)CC(=O)C2=C(C1)Nc1[nH]c(=S)[nH]c(=O)c1C2c1ccccc1 (stereo not given),-4%,·,·,·,2,119,-2,119,-14%
CCCCn1c(SCC(=O)NCCc2ccc(OC)c(OC)c2)nc2c1c(=O)n(C)c(=O)n2C,1%,-1,87,88,7,89,-7,89,-27%
CCOc1cc(CNc2ccc(N(C)C)cc2)cc(Br)c1OCC(=O)NC(C)(C)C,10%,·,·,·,0,121,0,121,-30%
COc1ccc(C2Nc3ccc4ccccc4c3-c3c2c(=O)oc2ccccc32)cc1 (stereo not given),-6%,·,·,·,-24,170,24,170,-94%
COC(=O)c1cc(OC)c(OC)cc1NC(=S)N1CCCC(CO)C1 (stereo not given),0%,-1,91,92,-9,136,9,136,19%
COCc1cc(C)nc(Nc2ccc(C)c(C)c2)c1C#N,-2%,16,101,85,1,93,-1,93,6%
Cn1nc(-c2ccccc2)c(-c2nc(-c3cccc(Cl)c3)no2)c1Cl,1%,-7,53,60,14,103,-14,103,-27%

# No new results follow: 2 of the compounds above.
SMILES,Bcl-B TR3 displacers,MRP resist rev,MRP resist rev cytotoxicity,MRP resist rev with doxorubicin,NFkB transloc inh,NFkB transloc inh cell count 2 µM,IL1B NFkB pot,IL1B NFkB pot cell count 2 µM,PLAP inhibitors HTS
COCc1cc(C)nc(Nc2ccc(C)c(C)c2)c1C#N,-2%,16,101,85,1,93,-1,93,6%
Cn1nc(-c2ccccc2)c(-c2nc(-c3cccc(Cl)c3)no2)c1Cl,1%,-7,53,60,14,103,-14,103,-27%
